IL-1B inflam inh: inflammasome signaling inhibition, IL-1 beta readout. THP-1 LPS/ATP IL-1B secretion, AlphaLISA, 16 h; hits give low values. activity change, % at 57.5 µM. 4.7% of 360,000 active. AID 743279; in the data active = activity change below about -50%; inconclusive = mostly about -30% to -49%; also: % is scaled to controls: 0 for no effect and ±100 for the full control effect
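THP-1 cells pretreated 1 hr with compounds (up to 57.5 uM final), then stimulated with LPS (250 ng/mL final) plus ATP (1.25 mM final); secreted IL-1B measured by AlphaLISA after 16 hr, decreased signal indicating inhibition.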
HT1080-NT tox: kills 2HG-producing HT-1080-NT fibrosarcoma cells. Potency, µM (highest dose often 46.1 µM), for the others: at the highest dose activity, negative = less viability, most hits filed as cytotoxic. HT-1080-NT fibrosarcoma viability, CellTiter-Glo ATP luminescence, 48 h. AID 686970. 1.6% of 360,000 active;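 also: NT is the 2HG producing partner of a matched IDH1 knockdown line; potency is read from the fitted curve at half-maximal effect; 0% = DMSO-treated cells and -100% = media-only wells without cells; nearly all actives have a fitted effect of over 55% in size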
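Toxicity toward the 2HG-producing NT line was scored as %Activity, normalised to DMSO and no-cell wells, from CellTiter-Glo luminescence after 48 hours' treatment.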
KB-V1 MDR tox: KB-V1 MDR subline cytotoxicity. 3.4% of 400,000 active. KB-V1 MDR cells viability, CellTiter-Glo, 72 h. Potency, µM (highest dose often 46.1 µM), for the others: at the top dose activity change, negative = cytotoxicity, most hits filed as cytotoxic. AID 1347076; also: potency is read from the fitted curve at half-maximal effect; % is scaled to controls: 0 for no effect and ±100 for the full control effect; nearly all actives have a fitted effect of over 60% in size
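Following 72 h at 37 degrees C with compound, KB-V1 cell viability was read by CellTiter-Glo luminescence, medium being phenol-red-free DMEM plus 10% FBS; concentration-response parameters came from normalized, curve-fitted qHTS data.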
KB-3-1 cytotox: kills parental KB-3-1 adenocarcinoma cells | AID 1347075 | Potency, µM (doses to about 46.1 µM), for the others: top-dose activity change, negative = cytotoxic, usual class: cytotoxic | 1.4% of 400,000 active | KB-3-1 viability, CellTiter-Glo ATP luminescence, 72 h; also: potency is read from the fitted curve at half-maximal effect; % is scaled to controls: 0 for no effect and ±100 for the full control effect; nearly all actives have a fitted effect of over 60% in size
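Viability of parental KB-3-1 cells, measured by CellTiter-Glo luminescence, followed a 72 h incubation at 37 °C with pinned compounds in phenol-red-free DMEM containing 10% FBS.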
GLP-1R agonist: GLP-1 receptor (human) agonism; P43220; HEK293 GLP-1R CRE-luciferase, luminescence, 4-6 h; cells express a hypersensitive GLP-1R form; Potency, µM (series often up to 45.6 µM), without a hit: at the highest dose activation, usual class: activators; 0.007% of 380,000 active; AID 624172; also: potency is read from the fitted curve at half-maximal effect; % of control where 0% means no effect
Target sequence (P43220 whole entry, looked up): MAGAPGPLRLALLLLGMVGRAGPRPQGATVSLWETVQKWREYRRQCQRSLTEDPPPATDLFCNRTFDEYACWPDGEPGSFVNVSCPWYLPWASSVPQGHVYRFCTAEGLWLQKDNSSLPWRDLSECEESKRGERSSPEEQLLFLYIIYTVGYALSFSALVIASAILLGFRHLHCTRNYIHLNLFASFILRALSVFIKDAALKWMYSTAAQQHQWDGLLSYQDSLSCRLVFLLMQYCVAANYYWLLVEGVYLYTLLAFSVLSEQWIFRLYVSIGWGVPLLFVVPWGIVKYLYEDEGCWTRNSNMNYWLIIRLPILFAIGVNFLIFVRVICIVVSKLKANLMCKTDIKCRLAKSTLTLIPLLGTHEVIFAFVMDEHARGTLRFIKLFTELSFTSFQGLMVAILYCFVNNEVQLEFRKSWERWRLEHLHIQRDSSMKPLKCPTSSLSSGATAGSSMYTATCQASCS
DRD3 agonist: D3 dopamine receptor (human) agonism; 0.58% of 410,000 active; P35462; D3R DiscoveRx beta-arrestin cells, luminescence, 90 min; max activation, %; AID 652048; in the data active = max activation above about 30%; also: 0% is about no effect; mostly tested at two doses, the higher about 12 µM
Target sequence (P35462 whole entry, looked up): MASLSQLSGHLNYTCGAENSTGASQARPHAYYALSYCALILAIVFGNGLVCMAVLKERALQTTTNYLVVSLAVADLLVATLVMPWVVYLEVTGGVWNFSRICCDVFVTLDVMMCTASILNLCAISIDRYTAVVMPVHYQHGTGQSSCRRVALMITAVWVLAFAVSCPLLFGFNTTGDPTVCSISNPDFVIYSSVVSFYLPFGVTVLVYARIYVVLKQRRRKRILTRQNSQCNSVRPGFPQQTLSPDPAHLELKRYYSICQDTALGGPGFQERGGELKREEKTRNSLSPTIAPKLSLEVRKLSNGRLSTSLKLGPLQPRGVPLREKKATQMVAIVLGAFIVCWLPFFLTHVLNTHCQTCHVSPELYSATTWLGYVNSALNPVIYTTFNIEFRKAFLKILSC
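Agonist-mode cell screen: cells plated at 1500/well and incubated overnight at 37 °C, then exposed to library compounds for 90 min at 37 °C. Detection reagent was added for 30–60 min at room temperature, and luminescence was read.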
HT1080 IDH1KD tx: HT-1080 IDH1 knockdown cell toxicity (counter line); HT-1080 IDH1 knockdown viability, ATP luminescence, 48 h; Potency, µM (top dose mostly 46.1 µM), for inactives: at the highest dose activity, negative = toxicity, hits mostly cytotoxic; 2% of 360,000 active; AID 686971;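 also: potency is read from the fitted curve at half-maximal effect; 0% = DMSO wells and -100% = cell-free medium wells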
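Using the IDH1-knockdown HT-1080 line run in the same batch and compound series as the NT line, viability after 48 h at 37 °C was determined by CellTiter-Glo luminescence and expressed as % activity.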
SW480 rerep: DNA re-replication induction in SW480 cells | 1.8% of 340,000 active | Potency, µM (titrated, usually from 46.1 µM), for inactives: at the highest dose re-replication activation, most hits filed as activators | SW480 DNA re-replication, Hoechst DNA content imaging, 48 h; also: potency is read from the fitted curve at half-maximal effect; % of control where 0% means no effect; nearly all actives have a fitted effect of over 55% in size
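SW480 cells exposed to compounds for 48 hr at 37 C, 5% CO2, then Hoechst-stained 40 min. Nuclear DNA content imaged by fluorescence scanning (405 nm excitation, 500-530 nm emission); re-replication scored as increased high-intensity nuclei.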
DRD3 antagonist: D3 dopamine receptor (human) antagonism; D3R cells, DiscoveRx beta-arrestin luminescence, antagonist mode; hits give low values; max response, negative = inhibition, %; 2.5% of 360,000 active; AID 652054; in the data active = max response below about -50%; inconclusive = no clear call, values can overlap the other calls; also: % is scaled to controls: 0 for no effect and ±100 for the full control effect; mostly tested at two doses, the higher about 12 µM
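Cells plated overnight at 1500 cells/well, then exposed to library compounds with dopamine controls for 90 minutes at 37 degrees C. DiscoveRx reagent added for 30–60 minutes at room temperature; luminescence read, quantitative HTS format.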
The depositor's hits bear a star; i = inactive; ? = inconclusive; nt = not tested or not shown; [ ] = dose if it differs, or a comment. Unless noted, calls follow the shape of the dose curve; as a rule, active = well fitted curve in the direction sought with a large enough effect; inconclusive = small, poorly fitted or top-dose-only effect, or another doubt; inactive = no such curve, though single readings can be large; an effect the other way counts as inactive or inconclusive.

Each structure is followed by: HT1080 IDH1KD tx	KB-V1 MDR tox	IL-1B inflam inh	KB-3-1 cytotox	DRD3 antagonist	GLP-1R agonist	SW480 rerep	DRD3 agonist	HT1080-NT tox
1	Nc1ccc(Br)cc1C(NCC(=O)O)c1ccccc1 (configuration not stated)
 : 6.9%	8.9%	12.4	12.2%	-14.8	3.2%	6.51µM*	-3.2	11.7%
2	CC(NS(=O)(=O)c1ccc2[nH]c(=O)c(=O)[nH]c2c1)C(=O)O (configuration not stated)
 : 13.3%	5.4%	12.7	7.0%	7.5	-2.4%	-2.1%	-1.0	13.3%
3	CCOP(=O)(OCC)/C(C#N)=C/c1ccc([N+](=O)[O-])cc1
 : 14.4%	-4.2%	-18.1	15.2%	-18.4	5.9%	3.0%	-4.8	13.1%
4	CCC(C(=O)NCc1cccs1)n1nc(C)n2c(cc3occc32)c1=O (configuration not stated)
 : 0.7%	-14.1%	8.4	-4.7%	4.0	0.9%	1.0%	-1.2	-4.2%
5	Brc1ccc2c(c1)C(c1cccs1)=NNC(c1cccnc1)=N2
 : -3.1%	20.6µM*	-8.4	-5.6%	24.2	-10.6%	-3.2%	-5.1	-1.5%
6	COc1ccc(C)cc1S(=O)(=O)N1CCCC(C(=O)N2CCN(c3ccccc3)CC2)C1 (configuration not stated)
 : -3.6%	-14.2%	-8.4	0.0%	3.6	7.3%	-2.7%	-6.4	0.0%
7	COC(=O)c1c(NC(=O)CSc2nnc(-c3cccnc3)n2Cc2ccco2)sc(C)c1C
 : -0.7%	-8.8%	1.0	-5.8%	17.0	9.1%	?	1.1	-8.4%
8	Cc1c(C(=O)N(C)CCn2ccnc2C)oc2c(F)cccc12
 : -6.6%	-1.1%	3.5	0.6%	-21.2	-5.0%	2.3%	3.1	-2.2%
9	FC(F)(F)c1ccccc1NC(=S)N1CCN(c2ncccn2)CC1
 : -20.7%	0.0%	-1.1	-13.3%	6.6	2.2%	2.2%[9.22 µM]	1.1	-16.6%
10	Cc1ccc(C)c(N2CCN(C(=O)CCc3nc(-c4ccccc4Cl)no3)CC2)c1
 : -13.9%	0.0%	-8.0	0.0%	104.8	7.4%	-17.0%	50.0*	-13.6%
11	C=CCNC(=S)N1CCN(c2ccc([N+](=O)[O-])cc2)CC1
 : -6.1%	14.6µM*	-23.8	-0.7%	-25.7	-2.7%	-3.8%	-1.7	0.4%
12	CN1CCN(c2nc(C#N)cc(-c3ccccc3)n2)CC1
 : 9.5%	-4.1%	?	-13.3%	-73.9*	-0.2%	-4.5%	-11.1	8.3%
13	CCc1cc(C(=O)N2CCCC(Nc3ccc(F)c(F)c3)C2)n(C)n1 (configuration not stated)
 : -0.1%	-16.5%	-6.6	-1.7%	2.5	-0.5%	0.0%	-0.1	8.8%
14	COc1ccc(-c2nnc(SCC(=O)Nc3cccnc3Cl)n2C)cc1
 : 2.4%	1.7%	4.2	14.5%	27.7	0.4%	-0.9%	1.0	3.1%
15	O=C(Cn1nc(-c2ccccc2)ccc1=O)Nc1ccc(N2CCN(C(=O)c3cccs3)CC2)cc1
 : -10.8%	-21.9%	-57.2*	?	-23.6	7.2%	-3.3%	-11.1	-7.2%
16	Cc1ccc(CC2CC(=O)N(c3cc(Cl)ccn3)C2=O)cc1 (configuration not stated)
 : -11.3%	2.7%	26.4	3.1%	14.9	-0.4%	-6.7%	-1.7	-8.8%
17	O=S(=O)(c1ccccc1)N1CCC(O)(CSc2ccc(F)cc2)CC1
 : 18.4µM*	?	-19.8	?	-10.1	8.6%	-2.2%	0.6	-10.3%
18	Cc1ccc(N2CCN(/N=C/C=C/c3ccccc3)CC2)cc1
 : 1.3%	-23.5%	-16.4	-3.8%	5.4	-5.9%	18.7%	5.1	-1.2%
19	COc1ccc(CCNC(=O)C2(C)CCC(=O)N2Cc2ccc3c(c2)OCO3)cc1OC (configuration not stated)
 : 3.5%	21.7%	12.2	16.2%	0.0	-2.4%	-18.5%	3.2	-0.5%
20	O=C(O)CCCn1cc(NC(=O)COc2cc(F)ccc2[N+](=O)[O-])cn1
 : 3.5%	-2.5%	5.9	-2.7%	-0.4	5.0%	-22.2%	-1.2	29.5%
21	CCN(CC)S(=O)(=O)c1cccc(C(=O)Nc2cc3oc4ccccc4c3cc2OC)c1
 : 5.9%	-30.1%	12.6	-13.5%	15.1	1.5%	3.5%	0.0	2.0%
22	c1ccc2nc3[nH]cnc3nc2c1
 : -0.5%	9.3%	34.4	-2.0%	17.2	-6.1%	-1.4%	2.3	-3.0%
23	O=C(NCCN1C(=O)S/C(=C/c2ccccc2)C1=O)C1CC(=O)N(Cc2ccccc2)C1 (configuration not stated)
 : -14.4%	12.8%	-15.8	-0.5%	11.5	-0.4%	4.2%	0.2	-6.9%
24	COc1cc(OC)cc(C(=O)NN(CCC#N)C2=NS(=O)(=O)c3ccccc32)c1
 : 13.2%	0.0%	-7.8	-0.5%	16.3	0.1%	-1.7%	11.9	13.9%
25	O=C(Cc1ccccc1)NNC(=O)c1cccs1
 : 14.9%	16.8%	2.1	0.0%	-6.4	-3.4%	-0.1%	0.5	19.7%
26	CC1CN(C(=O)c2ccccc2)OC(c2ccc3c(c2)OCO3)O1 (configuration not stated)
 : 0.0%	-3.4%	11.6	-1.1%	-14.6	2.7%	1.6%	-11.7	0.0%
27	Cc1cc(SCNC(=O)c2ccccc2)ncn1
 : ?	-1.5%	13.0	4.2%	13.3	2.1%	?	0.0	?
28	Cc1c(C(=O)NCc2ccc(Cl)c(Cl)c2)sc(=O)n1Cc1cccc(F)c1
 : ?	?	?	-5.3%	8.0	8.4%	nt	2.7	?
29	O=C(c1ccc(Cl)cc1)N(Cc1ccccc1F)N1C(=O)CCCC1=O
 : 6.6%	3.5%	-6.0	20.6%	-3.9	21.0%	-1.6%	0.3	0.0%
30	Cc1nc2scc(-c3cccs3)c2c(=O)o1
 : 15.2%	0.0%	33.3	4.1%	?	-3.8%	-8.3%	6.0	9.3%
31	Cc1nn(C)c(C(=O)N/N=C/c2cc3c(cc2Br)OCO3)c1Br
 : -11.3%	-30.0%	0.0	23.2%	28.7	-0.7%	-698.8%[inhibitor]	-4.4	-0.9%
32	Cc1cc(-c2nnc(CCC(=O)NCC(C)c3ccccc3)o2)no1 (configuration not stated)
 : 5.0%	-19.5%	i	0.9%	-15.2	-5.5%	-22.4%	-0.4	0.7%
33	Cc1ccc(CCc2nnc(SCC(=O)Nc3cccc(Cl)c3)n2-c2ccccc2)o1
 : -11.5%	?	1.2	-4.5%	4.1	2.1%	7.4%	0.5	-24.7%
34	O=C(NCc1cccs1)c1ccc2c(c1)ncn2C1CCCC1
 : 5.4%	?	?	11.9%	-10.5	7.2%	0.8%	-9.3	15.9%
35	CCCCC(=O)Nc1ccc(NC(=O)c2ccc([N+](=O)[O-])cc2Cl)cc1OC
 : -8.1%	-29.7%	0.0	17.8%	18.0	9.9%	nt	4.2	?
36	Cc1ccccc1NCC(=O)N/N=C/c1c[nH]c2ccccc12
 : -7.3%	0.0%	6.3	-6.0%	8.6	2.3%	-3.2%	-3.1	-2.1%
37	FC(F)(F)c1cccc(Cc2noc(CN3CCC(N4CCCCC4)CC3)n2)c1
 : -8.8%	0.8%	28.0	7.8%	43.6	-2.0%	-6.2%	5.4	-8.0%
38	Cn1c(N2C(=O)CC(Cc3ccccc3)C2=O)nc2ccccc21 (configuration not stated)
 : 9.2%	12.2%	0.0	-0.8%	8.6	3.5%	-6.6%	-9.4	8.2%
39	CC1CCN(CCC(=O)Nc2ccc(Cl)cc2)CC1
 : -12.9%	-24.6%	-15.6	-1.9%	-64.4*	-0.4%	-3.0%	-15.3	-25.1%
40	CCc1ccc(NC(=O)CN2C(=O)C3(SCC(=O)N3c3ccccc3)c3ccccc32)cc1 (configuration not stated)
 : nt	0.0%	nt	-4.9%	nt	5.1%	nt	-13.4	nt
41	CN1C(=O)CSC1=NC12CC3CC(CC(C3)C1)C2
 : -17.0%	16.7%	47.4	3.9%	4.4	5.7%	-8.4%	-2.7	5.3%
42	CC1CCC2(CC1)NC(=O)N(CC(=O)NCCc1ccc(F)cc1)C2=O (configuration not stated)
 : -1.0%	?	0.0	-6.2%	1.1	-1.0%	5.0%	3.6	10.3%
43	COC(=O)/C=C1\OCc2cccc(C)c21
 : 9.8%	-5.1%	?	-3.0%	-8.3	nt	nt	-4.0	13.0%
44	Cn1c(=O)[nH]c(=O)c2c1nc(Br)n2Cc1ccc(Cl)cc1
 : 1.5%	?	3.4	-4.0%	9.7	-3.0%	nt	2.3	4.5%
45	COc1ccccc1C(=O)N/C(=C\c1ccc(Br)cc1)C(=O)NCCCO
 : 1.8%	0.0%	4.0	15.3%	-4.9	-6.5%	-17.3%	0.2	12.1%
46	O=C(O)c1ccc(CN2C(=O)c3ccc(C(=O)O)cc3C2=O)cc1
 : 0.0%	-2.1%	9.1	-6.0%	-4.2	-1.6%	-9.0%	3.9	11.5%

Copied from the list.
#12 – KB-3-1 cytotox: -13.3%
#46 – IL-1B inflam inh: 9.1

2 entries from above in another layout:
[5] Brc1ccc2c(c1)C(c1cccs1)=NNC(c1cccnc1)=N2
  HT1080 IDH1KD tx = -3.1%
  KB-V1 MDR tox = 20.6µM*
  IL-1B inflam inh = -8.4
  KB-3-1 cytotox = -5.6%
  DRD3 antagonist = 24.2
  GLP-1R agonist = -10.6%
  SW480 rerep = -3.2%
  DRD3 agonist = -5.1
  HT1080-NT tox = -1.5%

[9] FC(F)(F)c1ccccc1NC(=S)N1CCN(c2ncccn2)CC1
  HT1080 IDH1KD tx = -20.7%
  KB-V1 MDR tox = 0.0%
  IL-1B inflam inh = -1.1
  KB-3-1 cytotox = -13.3%
  DRD3 antagonist = 6.6
  GLP-1R agonist = 2.2%
  SW480 rerep = 2.2%[9.22 µM]
  DRD3 agonist = 1.1
  HT1080-NT tox = -16.6%

Compound activity (PubChem)
